# Source: PubChem BioAssay (Broad Institute)
# RAD54 inh: RAD54 (human) branch migration inhibition; Q92698; actives 0.14% (n = 360,000); AID 602329; inhibition, % at 10.4 µM; RAD54 Holliday junction branch migration, FAM/BHQ fluorescence;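 active = mean normalized replicate activity at least 40 and at least half of replicates scoring 40 or more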;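 also: 0% = median of neutral control wells and 100% = median of positive control wells; inhibitors cause a drop in the FAM fluorescence signal; in these data hits start at about 50%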
# EWS-Fli block: blocks EWS/Fli oncoprotein-driven transcription; A673 NR0B1-luciferase reporter, viability-normalised; inhibition, % at 12.6 µM; actives 0.67% (n = 350,000); AID 651661;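 active = mean inhibition of at least 50% after viability correction, with every replicate also passing that limit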;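 also: firefly luciferase signal divided by Alamar Blue viability fluorescence both relative to DMSO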
# E-sel inducer: induces E-selectin expression in human endothelial cells; P16581; HUVEC E-selectin immunofluorescence imaging; normalized: neutral wells 0, TNF-alpha wells 100; activation, % at 7.58 µM; actives 0.37% (n = 260,000); AID 686992;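 active = mean E-selectin-positive cell signal at least 10% of the positive control, reached in at least 60% of replicates, without over 20% cell loss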;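 also: in these data hits start at about 27%; measured in HUVEC primary endothelial cells; signal is the percent of cells scored E-selectin positive by PE staining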
# Target sequence (P16581 whole entry, looked up): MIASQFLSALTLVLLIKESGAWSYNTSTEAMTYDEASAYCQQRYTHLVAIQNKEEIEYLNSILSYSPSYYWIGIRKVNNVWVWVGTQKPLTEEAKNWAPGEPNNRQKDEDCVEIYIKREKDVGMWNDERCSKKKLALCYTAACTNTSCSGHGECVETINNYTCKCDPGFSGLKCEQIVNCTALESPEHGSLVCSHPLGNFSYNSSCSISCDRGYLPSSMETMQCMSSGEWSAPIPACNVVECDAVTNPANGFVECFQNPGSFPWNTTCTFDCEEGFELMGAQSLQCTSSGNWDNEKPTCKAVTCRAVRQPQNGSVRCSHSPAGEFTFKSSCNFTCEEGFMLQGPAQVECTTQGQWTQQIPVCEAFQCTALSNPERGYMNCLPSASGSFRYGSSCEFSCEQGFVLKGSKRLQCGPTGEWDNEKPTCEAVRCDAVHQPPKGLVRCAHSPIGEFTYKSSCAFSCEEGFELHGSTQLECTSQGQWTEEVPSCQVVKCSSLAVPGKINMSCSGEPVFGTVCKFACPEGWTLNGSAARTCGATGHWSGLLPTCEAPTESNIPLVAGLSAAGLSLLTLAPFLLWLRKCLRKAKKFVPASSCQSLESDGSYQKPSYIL
#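 assay system = HUVEC, human umbilical vein endothelial cells | input = 3,000 HUVEC seeded per well | medium = EGM-2 growth medium on 0.1% gelatin-coated wells | dosing = one compound dose added by pin transfer | signal = immunofluorescence imaging | read-out basis = % PE-positive cells | control set = TNF-alpha, DMSO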
# FN deposition inh: fibronectin deposition inhibition; AH1F fibroblasts, Alexa488-fibronectin deposition fluorescence, overnight; actives 0.086% (n = 350,000); inhibition, % at 12.6 µM; AID 743247;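 active = mean inhibition across replicates of 30% or more, regardless of how many single replicates reach that level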;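 also: positive control wells lacked labelled fibronectin entirely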
#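 Material: AH1F fibroblast monolayer depositing Alexa488-labelled fibronectin into matrix | Input: 10000 AH1F cells/well | Medium: DMEM plus 2% serum, read in PBS | Reagent: Alexa488-fibronectin, 24 nM final in well | Compound dosing: One dose per compound, pinned | Schedule: 1 h adhesion, overnight exposure | Measured by: Fluorescence at 485 nm excitation, 525 nm emission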
# S100A4 MyoIIA: blocks human S100A4 binding to myosin IIA peptide. P26447. S100A4/TAMRA-MyoIIA peptide fluorescence polarization. inhibition, % at 10.7 µM. actives 0.14% (n = 360,000). AID 652163;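 active = mean inhibition of at least 70% across replicates, with every replicate also reaching that level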
# Target sequence (P26447 whole entry, looked up): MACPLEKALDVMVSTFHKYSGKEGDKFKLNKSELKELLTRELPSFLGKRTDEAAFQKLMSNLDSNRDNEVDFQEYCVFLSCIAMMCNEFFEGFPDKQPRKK
#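 Material: human S100A4 monomer with TAMRA-labelled myosin IIA peptide; buffer or medium: HEPES pH 7.2 with CaCl2, KCl, NaCl, DTT, Triton; compound dosing: one concentration per compound; schedule: 5 min incubation before reading; benchmarks: neutral control DMSO, positive control TFP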
# esBAF inh: blocks esBAF chromatin remodeling in mouse ES cells; reporter increase, % at 12.5 µM; Bmi1-luciferase knock-in reporter, 24 h; 100% = twice the neutral-well signal; actives 2% (n = 350,000); AID 602393; in the data active = activation above about 40%;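 also: 0% = median of the plate's neutral control wells and 100% = double that signal; a rise in the Bmi1 reporter signal indicates esBAF inhibition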
# RAD52 anneal inh: blocks human RAD52 DNA annealing | P43351 | recombinant RAD52 DNA annealing, FRET fluorescence | inhibition, % at 18.7 µM | actives 0.46% (n = 360,000) | AID 651710;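 active = every replicate showing at least 50% inhibition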
# Xi reactivation: activators of X-chromosome reactivation in mouse fibroblasts. XiGFP mouse fibroblasts, % GFP-positive cells imaging, 3 d; cells co-treated with 5-aza-dC sensitizer; scaled so ellipticine positive control = 100%. activation, % at 7.58 µM. actives 0.055% (n = 360,000). AID 743238;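 active = mean normalized replicate activation at least 10% and every replicate at or above 10%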;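 also: 0% = median of on-plate neutral control wells and 100% = ellipticine 6 µM median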
#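 Assay system – SV40-immortalized XiGFP fibroblast cells, line 68-5-11 · Buffer or medium – DMEM supplemented with 5-aza-dC as sensitizing agent · Dosing – one concentration, pinned · Benchmarks – positive control ellipticine, 6 µM final · Times – 3 days compound exposure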
# * marks the source's active call; other numbers are inactive results; x = no result given; & = joins results of further samples.
# A first look, 3 compounds:
SMILES,RAD54 inh,EWS-Fli block,E-sel inducer,FN deposition inh,S100A4 MyoIIA,esBAF inh,RAD52 anneal inh,Xi reactivation
O=C(CN1CCCCC1)n1c2ccccc2c2ccccc21,99.5*,3.0,2.0,-25.0,8.5,0.7,60.6*,0.0
O=C(Nc1ccc(Cl)cc1)c1csc([C@H]2C[C@H](O)[C@@H](CO)O2)n1,-3.1,-71.7,-0.3,x,-6.5,67.4*,6.6,0.0
CN1C(=O)c2cc(NC(=O)c3ccc(F)c(F)c3)ccc2OC[C@@H]2O[C@H](CC(=O)N[C@@H]3CCN(Cc4ccccc4)C3)CC[C@H]21,-3.9,-1.3,0.1,-12.1,5.4,-7.1,14.9,0.1

# Main list, previewed entries included:
SMILES,RAD54 inh,EWS-Fli block,E-sel inducer,FN deposition inh,S100A4 MyoIIA,esBAF inh,RAD52 anneal inh,Xi reactivation
O=C(CN1CCCCC1)n1c2ccccc2c2ccccc21,99.5*,3.0,2.0,-25.0,8.5,0.7,60.6*,0.0
O=C(Nc1ccc(Cl)cc1)c1csc([C@H]2C[C@H](O)[C@@H](CO)O2)n1,-3.1,-71.7,-0.3,x,-6.5,67.4*,6.6,0.0
CN1C(=O)c2cc(NC(=O)c3ccc(F)c(F)c3)ccc2OC[C@@H]2O[C@H](CC(=O)N[C@@H]3CCN(Cc4ccccc4)C3)CC[C@H]21,-3.9,-1.3,0.1,-12.1,5.4,-7.1,14.9,0.1
COc1ccc(C=NNc2nc3c([nH]2)c(=O)n(C)c(=O)n3C)cc1,1.1,7.5,-0.5,5.8,-0.2,-4.5,-3.5,0.0
C[C@H](CO)N1C[C@H](C)[C@H](CN(C)S(=O)(=O)c2cn(C)cn2)Oc2ccc(NC(=O)Nc3ccc(F)cc3)cc2C1=O,-3.0,-1.7,0.5,x,-2.6,2.8,10.2,0.0
O=C(Nc1ccc(-c2nnc3n2CCCCC3)cc1)c1cc2ccccc2o1,x,-8.2,x,1.4,-5.0,x,3.8,0.0
Nc1ncnc2c1ncn2[C@@H]1O[C@H](CNS(=O)(=O)c2cc(S(=O)(=O)c3ccccc3)cs2)[C@@H](O)[C@H]1O,-6.1,-1.7,0.0,2.2,0.3,-2.3,-5.6,0.0
CN(C)C(=O)C[C@H]1CC[C@H](NC(=O)C2CCC2)[C@@H](CO)O1,-0.4,-7.7,0.0,x,1.3,-1.8,-5.7,-0.1
C[C@H]1CN([C@@H](C)CO)C(=O)c2cc(NC(=O)Cc3ccccc3)ccc2O[C@H]1CN(C)C(=O)Nc1ccccc1,-10.8,-17.6,-0.2,x,7.8,3.7,8.8,0.0
COc1cc(/C=C/C(=O)Nc2ccc(S(=O)(=O)Nc3onc(C)c3C)cc2)cc(OC)c1OC,-8.4,0.3,x,-16.6,-9.7,-0.8,-15.0,0.4
COc1ccccc1CC(=O)NC(=O)c1ccccc1O,5.2,4.6,0.3,-0.8,0.4,-0.7,-6.0,0.0
CCN(Cc1ccccc1)S(=O)(=O)c1ccc(S(=O)(=O)N(Cc2cccc(OC)c2)CC2CCCO2)cc1 (configuration not stated),10.9,11.6,x,x,-0.1,-2.6,-14.8,x
CC(C)CN1C(=O)N(c2ccc(Cl)cc2)C(C)(O)CC1(C)C (configuration not stated),-14.5,8.5,-0.1,-4.1,-1.9,2.9,10.8,0.3
CC(=O)N1[C@@H]2c3ccc(-c4cccnc4)c(=O)n3C[C@H]1[C@H](CO)[C@H]2C(=O)N1CCc2ccccc2C1,5.2,-3.2,-0.3,x,19.1,3.6,1.0,-0.1
CN(Cc1ccc2nonc2c1)Cc1nc(CC2CC2)no1,x,8.6,-0.4,3.6,-3.2,-4.4,-10.9,0.0
O=C(O)COc1ccccc1C=NNC(=O)c1ccc(NS(=O)(=O)c2cccs2)cc1,3.2,-14.2,x,11.7,3.0,28.6,-12.1,0.0
N#C[C@@H]1[C@H](c2ccc(-c3cccc(F)c3)cc2)[C@H](CO)N1C(=O)c1cccnc1,8.0,8.0,-0.1,-13.0,-3.5,17.1,-23.6,-0.1
O=[N+]([O-])c1ccccc1/C=C/CN1CCC(O)CC1,2.6,8.4,0.2,4.3,-0.8,3.3,0.5,0.0
C=CCNC(=O)c1onc(CSc2cccc(C)c2)c1C(=O)O,6.4,8.7,0.3,9.3,2.7,3.1,-11.4,0.2
Nc1nc(N)nc(-c2cccc(Br)c2)n1,x,-78.9,0.9,10.9,0.8,38.2,-9.9,0.3
N#CCC(=O)N/N=C/c1ccc(N2N=C(c3ccccc3)CC2c2ccccc2)cc1 (configuration not stated),-14.5,-2.2,x,2.6,-4.2,-9.3,-77.9,3.7
CC1=C(C(=O)N(C)C)CC(CC(=O)NCCCCc2ccccc2)C(=O)N1CCC1=CCCCC1 (configuration not stated),3.2,3.8,x,-5.6,-3.7,-3.8,0.5,-0.1
CCCCn1nnnc1C(c1cc2ccccc2o1)N(C)CCc1ccccc1 (configuration not stated),x,6.8,-0.7,1.2,2.3,x,-14.6,0.2
Cc1cc(-c2nc3ccccc3s2)ccc1N,x,60.5*,0.0,-0.7,2.0,x,-27.7,-0.1
C[C@@H]1CN([C@H](C)CO)C(=O)Cc2cc(NC(=O)C3CC3)ccc2O[C@@H]1CN(C)Cc1ccc(Oc2ccccc2)cc1,16.3,6.1,10.5,x,-13.6,2.4,-0.7,0.0
CC(=O)Nc1c(Cl)cc2c(c1Cl)C(=O)c1ccccc1-2,12.8,-3.7,0.2,-0.6,-2.5,8.5,-6.6,0.3
O=C1N[C@@H](Cc2ccccc2)COC(=O)[C@H](Cc2ccc(F)cc2)C/C=C\C[C@H]1CC(=O)N(CCO)Cc1ccccc1,-0.5,-1.6,x,x,-11.5,8.1,-17.9,-0.1
COc1cccc(-c2ccc3c(c2)[C@@H]2[C@@H](CCN2Cc2ccccc2OC)[C@@H](CO)N3)c1,10.7,5.2,-0.5,-24.3,x,0.6,x,0.0
Cc1cccc(N2CCN(C(=O)c3ccncc3)CC2C)c1 (configuration not stated),-14.2,x,0.6,3.2,x,-4.3,x,x
O=C(c1noc2c1CCCC2)N1CCCCC1,0.3,5.0,x,x,-1.2,1.6,-1.4,x
COc1cc(C(=O)NCC(=O)OCC(=O)c2cccc3ccccc23)cc(OC)c1OC,-5.0,x,2.4,-1.1,-2.6,-1.3,-10.6,0.0
CCN1CCc2c(sc(NC(=S)NC(=O)c3ccco3)c2C(N)=O)C1,-8.8,-21.3,x,-4.8,-7.5,x,-15.8,0.1
CCOc1ccc(S(=O)(=O)N2CCCCC2)cc1NC(=O)CSCc1c(C)noc1C,-6.9,8.1,-2.0,3.6,-1.9,1.7,-18.9,0.0
COc1ccccc1NC(=O)N(C)C[C@@H]1Oc2ncc(Br)cc2C(=O)N([C@H](C)CO)C[C@@H]1C,1.8&-6.2,3.0&-2.2&-7.0,0.1&0.0,4.0,-1.5&5.6&20.3,-8.1&7.4&0.4,4.7&-6.3&-4.1,-0.1&1.5
COc1ccc(CN(C)C(=O)c2ccc(Oc3ccccc3)cc2)cc1F,-9.8,2.7,0.1,2.0,-3.1,-2.5,-11.8,0.1
CCN1CCN(C(=O)/C=C/c2ccc(OC)cc2)CC1,20.7,6.4,x,6.1,-15.6,2.1,-14.6,0.0
COc1cc(/C=C2\CCC(C3CCCC3)C2=O)ccc1OC(C)C (configuration not stated),4.4,-80.6,x,-2.4,-1.2,4.2,1.6,-0.1
CN(C)CC(=O)N[C@H]1CC[C@H](CCn2cc(C3CCCCC3)nn2)O[C@@H]1CO,0.2,2.0,0.5,-8.9,7.1,7.0,3.5,-0.1
C[C@H]1CN([C@@H](C)CO)C(=O)Cc2cc(N(C)C)ccc2O[C@H]1CN(C)C(=O)Nc1ccccc1,1.4,5.8,x,x,0.0,-1.6,2.6,-0.7
COC(=O)c1ccccc1NC(=O)CSCC(=O)Nc1ccc(F)cc1,2.3,5.7,x,x,-5.6,-2.6,-9.7,x
O=C(Nc1ccc2c(c1)[C@H]1C[C@@H](CC(=O)N3CCOCC3)O[C@H](CO)[C@H]1O2)c1cccnc1,-2.4,-0.6,0.1,1.6,14.9,-2.8,-12.0,0.0
COc1ccc(C(=O)N2CCN(C(=O)c3ccc(-c4ccccc4)cc3)CC2)cc1OC,x,3.4,x,1.7,0.9,x,-8.2,0.0
O=C(c1ccccc1)C12COc3ccccc3C1ON=C2c1ccccc1 (configuration not stated),x,-21.4,0.7,-5.6,-8.0,x,5.1,0.0
CC(=O)Oc1cccc(NC(=O)c2cccc(C(=O)Nc3cccc(OC(C)=O)c3)c2)c1,-1.4,-17.7,x,1.6,4.9,1.8,-1.9,0.4
Cc1c(NC(=O)C2CCCN2S(=O)(=O)c2cccc3nsnc23)cccc1C(=O)O (configuration not stated),2.9,1.4,0.2,-3.6,-1.3,12.0,-20.3,0.1
CNC(=O)c1csc(Cc2c(Cl)sc3ccc(Cl)cc23)n1,-2.2,25.8,x,1.6,-3.5,0.8,-12.5,0.1
O=C(CN1C(=O)c2ccccc2C1=O)NC1CCS(=O)(=O)C1 (configuration not stated),-3.5,-3.6,2.0,2.4,0.8,-0.3,-5.7,-0.1
CCNc1nc(NCC)nc(OCC(=O)O)n1,x,-0.8,4.8,28.7,0.7,-0.2,-7.8,-0.1
O=C(c1cc2cc(F)ccc2[nH]1)N1CCCC(Nc2ccc(F)cc2)C1 (configuration not stated),9.8,17.0,0.0,14.7,0.0,-2.5,-18.3,-0.1
COc1ccc(CCNC(=O)CN2C(=O)NC3(CCCCC3C)C2=O)cc1 (configuration not stated),1.9,-5.1,4.8,-6.5,-18.5,x,-17.0,0.0
C[C@H]1CN([C@@H](C)CO)C(=O)c2cc(NS(=O)(=O)c3cccs3)ccc2O[C@H]1CN(C)CC1CC1,-3.7,-7.2,-0.1,5.6,19.8,-3.0,8.5,-1.3
O=C(Cc1ccccc1)NCC(=O)N1CCCC1,5.2,-0.9,0.3,2.1,-31.8,1.8,-0.7,0.1
CC1=C(C(=O)Nc2ccccc2C(=O)NC2CCCCC2C)SCCO1 (configuration not stated),5.7,-1.8,4.1,-3.1,-1.2,-2.4,-11.2,0.2
Cc1ccc(NC(=O)COC(=O)c2ccc([N+](=O)[O-])o2)cc1S(=O)(=O)N1CCCCC1,x,-6.0,0.0,7.0,0.7,x,-6.8,-0.1
CCOc1ccc(CCN2C(=O)C(=O)N([C@@H](CC(C)C)CN3CCC[C@H]3CN3C(=O)C(=O)NC[C@@H]3Cc3ccccc3)C[C@@H]2Cc2ccccc2)cc1,x,15.3,-0.1,2.2,-0.9,x,-5.5,0.0
COc1ccc(CNC(=O)N(C)C[C@H]2OCc3ccccc3-c3c(n(C)c4ccccc34)C(=O)N([C@@H](C)CO)C[C@H]2C)cc1,-3.1,22.7,-0.1,-16.4,49.7,-5.1,0.6,0.3
COc1cccc(CNC(=O)CN2C(=O)CSc3ccc(S(=O)(=O)N4CCOCC4)cc32)c1,-8.9,x,x,-1.4,-3.2,-0.7,-8.7,0.0
